Mcl1-Noxa inh: Mcl-1/Noxa binding inhibitors, primary screen, biochemical, TR-FRET, 1536-well | Induced myeloid leukemia cell differentiation protein Mcl-1 (Homo sapiens), Q07820 | TR-FRET Mcl-1/Noxa peptide binding, 2 h | inhibition, % at 21.7 µM | 1.5% of 220,000 active | AID 1022, 2008;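 active = compounds that cut the protein-peptide binding signal by more than 50% relative to plate controls in a single-dose test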;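 also: His-tagged Mcl-1 with rhodamine Noxa BH3 peptide and terbium anti-His antibody; 0% = Mcl-1 plus Noxa peptide wells and 100% = peptide-only wells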
ABCG2 inh: ABCG2 efflux pump inhibitors, primary screen, multiplex with ABCB1, IgMXP3 cells, flow cytometry | Broad substrate specificity ATP-binding cassette transporter ABCG2 (Homo sapiens), Q9UNQ0 | JC-1 efflux | inhibition, % at 6.6 µM | 0.1% of 190,000 active;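 active = inhibition above 80%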;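 also: 0% = DMSO and 100% = nicardipine control wells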
Target sequence (Q9UNQ0 whole entry, looked up): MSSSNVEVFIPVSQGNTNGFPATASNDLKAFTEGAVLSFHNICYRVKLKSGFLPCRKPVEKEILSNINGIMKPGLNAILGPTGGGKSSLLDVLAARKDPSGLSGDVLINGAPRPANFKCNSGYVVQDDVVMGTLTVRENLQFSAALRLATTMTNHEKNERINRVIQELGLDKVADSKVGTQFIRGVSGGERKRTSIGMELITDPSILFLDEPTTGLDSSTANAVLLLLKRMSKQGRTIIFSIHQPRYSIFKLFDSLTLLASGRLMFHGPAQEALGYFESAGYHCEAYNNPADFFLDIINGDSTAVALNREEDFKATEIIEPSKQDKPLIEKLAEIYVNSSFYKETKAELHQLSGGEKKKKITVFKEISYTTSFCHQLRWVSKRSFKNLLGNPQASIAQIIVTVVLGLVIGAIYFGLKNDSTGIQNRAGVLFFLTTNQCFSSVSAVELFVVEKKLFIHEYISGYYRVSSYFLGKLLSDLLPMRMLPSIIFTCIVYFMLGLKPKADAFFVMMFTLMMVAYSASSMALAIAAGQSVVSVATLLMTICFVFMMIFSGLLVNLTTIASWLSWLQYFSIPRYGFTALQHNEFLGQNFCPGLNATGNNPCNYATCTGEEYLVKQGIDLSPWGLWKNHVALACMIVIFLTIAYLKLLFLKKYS
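System: two drug-resistant human cell lines, ABCG2 and ABCB1; controls: nicardipine high and DMSO low controls; times: 10 min exposure at 25 °C with rotation, no wash; detection: flow cytometry of retained JC-1 fluorescence; read-out basis: percent efflux inhibition, scaled nicardipine 100% to DMSO 0%; doses: one concentration, 6.6 µM final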
Rab2A wt mod: modulators of GTP binding to Rab2A wildtype, primary screen, biochemical, dog, bead-based flow cytometry, multiplex; AID 760, 2007; 0.19% of 190,000 active; GTP binding activity, % at 10 µM; GST-Rab2 wt beads, Bodipy-GTP binding; Ras-related protein Rab-2A (Canis lupus familiaris), P61105;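 active = GTP binding activity at least 20 points away from 100%, either lowered or raised; inconclusive = signal likely due to the compound's own green fluorescence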;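 also: 0% = beads with excess unlabeled GTP and 100% = no-compound control corrected for plate trend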
Cdc42 wt GTP: modulators of GTP binding to wildtype Cdc42, primary screen, biochemical, multiplex bead flow cytometry, Bodipy-GTP. Cell division control protein 42 homolog (Homo sapiens), P60953. GST-Cdc42 beads; actives lie on both sides. percent activity (GTP binding), % at 10 µM. 0.2% of 190,000 active. AID 761, 2007;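 active = percent activity GTP binding at least 20 points away from the 100% baseline, either down as inhibitor or up as activator; inconclusive = compound flagged as likely green fluorescent from well-wide comparison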;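 also: median bead fluorescence of bound Bodipy-FL-GTP at 100 nM; 0% = excess unlabeled GTP control and 100% = no compound control; below 100% means less GTP binding so inhibitor and above means activator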
Target sequence (P60953 whole entry, looked up): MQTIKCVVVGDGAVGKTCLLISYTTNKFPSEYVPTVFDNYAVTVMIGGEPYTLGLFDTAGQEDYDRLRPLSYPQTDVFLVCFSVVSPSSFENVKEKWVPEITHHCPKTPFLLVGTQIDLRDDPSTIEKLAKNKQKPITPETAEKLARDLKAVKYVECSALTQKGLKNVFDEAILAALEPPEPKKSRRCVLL
Rab7 wt GTP bind: modulators of GTP binding to Rab7, primary screen, biochemical, wildtype, multiplex bead flow cytometry; 0.055% of 190,000 active; GTP binding activity (percent of control), % at 10 µM; Rab7 GTPase wild type (dog), Bodipy-FL-GTP binding; GST-Rab7 beads, fluorescent GTP binding; actives lie on both sides; untreated = 100%, excess cold GTP = 0%;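 active = fluorescent GTP binding to Rab7 beads changed by at least 20 points from the 100% baseline, either direction, mostly lower; inconclusive = compound itself probably fluorescent, or too few beads counted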;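 also: median green fluorescence of bound Bodipy-FL-GTP per Rab7 bead population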
Pf gamet viab: late stage P. falciparum gametocyte viability inhibitors, primary screen, ATP luminescence, HTS. P. falciparum stage V gametocytes, 24 h. inhibition, % at 10.9 µM. 0.065% of 150,000 active. AID 743093, 2013;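 active = inhibition above the mean plus 3 SD of compounds within the control limits, set per campaign, cut at about 38% in these data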;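 also: 0% = DMSO wells and 100% = medium only without gametocytes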
ABCB1 inh: ABCB1 efflux pump inhibitors, primary screen, cell-based, multiplex, flow cytometry, ABCG2 counter-screen. AID 1326, 2008. CCRF-Adr cells, JC-1 efflux. 0.067% of 190,000 active. inhibition, % at 6.6 µM. ATP-dependent translocase ABCB1 (Homo sapiens), P08183; in the data active = inhibition above about 40%;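 also: 0% = vehicle and 100% = reference inhibitor; higher value means more JC-1 retained so stronger ABCB1 efflux block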
HRas wt GTP bind: modulators of GTP binding to HRas wildtype, primary screen, biochemical, bead-based flow cytometry, multiplex; GST-Ras wt beads, Bodipy-FL-GTP binding; actives lie on both sides; GTP binding activity, % at 10 µM; 0.14% of 190,000 active; AID 759, 2007;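 active = GTP binding activity at least 20% away from the 100% baseline, either lowered as inhibitor or raised as activator; inconclusive = flagged as likely green fluorescent, judged across all proteins in the well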;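 also: 0% = unlabeled GTP competition control and 100% = no-compound control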
Target sequence (P01112 whole entry, looked up): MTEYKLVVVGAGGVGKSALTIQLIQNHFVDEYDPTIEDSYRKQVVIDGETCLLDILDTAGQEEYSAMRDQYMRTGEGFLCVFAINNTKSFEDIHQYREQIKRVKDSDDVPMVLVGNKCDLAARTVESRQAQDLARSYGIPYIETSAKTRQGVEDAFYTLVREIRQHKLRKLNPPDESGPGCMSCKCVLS
Rac1 act GTP bind: GTP binding modulators of activated mutant Rac1, primary screen, biochemical, bead-based flow cytometry, multiplex, fluorescent GTP | Ras-related C3 botulinum toxin substrate 1 (Homo sapiens), P63000 | GST-Rac1 activated beads; actives lie on both sides; 100% means binding = to untreated wells | percent activity (GTP binding), % at 10 µM | 0.11% of 190,000 active | AID 764, 2007;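 active = GTP binding at least 20 percentage points away from the 100% baseline, in either direction, so actives lie on both sides; inconclusive = Compound likely fluorescent itself, or too few beads counted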
Avidin fluor: green autofluorescence of compounds with avidin beads – biophysical, 488/530 nm, flow cytometry, artefact control, profiling panel | compound fluorescence 488/530 nm; active compounds read high | fluorescence (KMESF) at 10 µM | 0.38% of 220,000 active | AID 1775, 2009; in the data active = fluorescence above about 47; also: inactives centre near 10
Rac1 wt modul: wildtype Rac1 GTP binding modulators, primary screen, biochemical, GST-Rac1 beads, flow cytometry, multiplex; Ras-related C3 botulinum toxin substrate 1 (Homo sapiens), P63000; fluorescent GTP binding; actives lie on both sides; 0 = cold GTP competed, 100 = untreated; GTP binding activity (% of control), % at 10 µM; 0.27% of 190,000 active;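 active = GTP binding activity at least 20 points away from the 100% control level, either lower or higher; inconclusive = compound flagged as likely green fluorescent, judged across all proteins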
Starred values were filed as active, the others as inactive.

Screening Cc1onc(-c2ccccc2)c1C(=O)N1CCOC12CCN(c1cccc(F)n1)CC2 returned Mcl1-Noxa inh -40.0, ABCG2 inh 17.7, Rab2A wt mod 96.0, Cdc42 wt GTP 94.0, Rab7 wt GTP bind 99.0, Pf gamet viab -3.2, ABCB1 inh 3.1, HRas wt GTP bind 96.0, Rac1 act GTP bind 97.0, Avidin fluor 11 and Rac1 wt modul 96.0.
`Cc1onc(-c2c(F)cccc2Cl)c1C(=O)Nc1sc2c(c1C(N)=O)CCC2` gave Mcl1-Noxa inh 37.3, ABCG2 inh 2.4, Rab2A wt mod 99.0, Cdc42 wt GTP 102.0, Rab7 wt GTP bind 101.0, ABCB1 inh 0.9, HRas wt GTP bind 98.0, Rac1 act GTP bind 99.0, Avidin fluor 5 and Rac1 wt modul 104.0.
C=CCn1c(CNC(=O)c2cccs2)nnc1SCC(=O)Nc1ccc(C(=O)O)cc1 was read as Mcl1-Noxa inh 42.4, ABCG2 inh 1.1, Rab2A wt mod 104.0, Cdc42 wt GTP 106.0, Rab7 wt GTP bind 95.0, Pf gamet viab -31.8, ABCB1 inh 0.5, HRas wt GTP bind 105.0, Rac1 act GTP bind 100.0, Avidin fluor 11 and Rac1 wt modul 102.0.
Cc1ccc([N+](=O)[O-])cc1S(=O)(=O)Nc1ccc(N2CCOCC2)cc1 was read as Mcl1-Noxa inh 17.3, ABCG2 inh 0.0, Rab2A wt mod 99.0, Cdc42 wt GTP 94.0, Rab7 wt GTP bind 106.0, Pf gamet viab 1.2, ABCB1 inh 0.3, HRas wt GTP bind 99.0, Rac1 act GTP bind 96.0, Avidin fluor 13 and Rac1 wt modul 97.0.
COc1ccc(N2CCN(C(=O)CN3CCN(C(c4ccccc4)c4ccccc4)CC3)CC2)cc1 was read as Mcl1-Noxa inh 41.9, ABCG2 inh 6.7, Rab2A wt mod 99.0, Cdc42 wt GTP 96.0, Rab7 wt GTP bind 98.0, ABCB1 inh 10.1, HRas wt GTP bind 97.0, Rac1 act GTP bind 97.0, Avidin fluor 15 and Rac1 wt modul 97.0.
`CSCCC(NS(=O)(=O)c1ccc(Cl)cc1)C(=O)OCC(=O)c1c(C)[nH]c2ccccc12` (stereo unspecified) gave Mcl1-Noxa inh -6.5, ABCG2 inh -3.3, Rab2A wt mod 98.0, Cdc42 wt GTP 100.0, Rab7 wt GTP bind 100.0, Pf gamet viab 1.6, ABCB1 inh -0.3, HRas wt GTP bind 102.0, Rac1 act GTP bind 99.0, Avidin fluor 2 and Rac1 wt modul 102.0.
Screening Clc1ccc(/C=N/Nc2nc(Cl)nc3ccccc23)cc1 returned Mcl1-Noxa inh 12.7, ABCG2 inh 0.2, Rab2A wt mod inconclusive, Cdc42 wt GTP inconclusive, Rab7 wt GTP bind inconclusive, Pf gamet viab -27.3, ABCB1 inh 0.0, HRas wt GTP bind inconclusive, Rac1 act GTP bind inconclusive, Avidin fluor 30 and Rac1 wt modul inconclusive.
O=C(Cc1cccs1)N1CCN(c2ccc([N+](=O)[O-])cc2)CC1 was read as Mcl1-Noxa inh 23.3, ABCG2 inh 9.0, Rab2A wt mod 95.0, Cdc42 wt GTP 96.0, Rab7 wt GTP bind 97.0, Pf gamet viab -14.1, ABCB1 inh 0.1, HRas wt GTP bind 94.0, Rac1 act GTP bind 93.0, Avidin fluor 10 and Rac1 wt modul 99.0.
Screening CSC1=NCCN1S(=O)(=O)c1ccc(NC(C)=O)cc1 returned Mcl1-Noxa inh 12.9, ABCG2 inh -1.6, Rab2A wt mod 92.0, Cdc42 wt GTP 93.0, Rab7 wt GTP bind 95.0, Pf gamet viab 9.1, ABCB1 inh -0.5, HRas wt GTP bind 95.0, Rac1 act GTP bind 94.0, Avidin fluor 11 and Rac1 wt modul 95.0.
Cc1ccc(S(=O)(=O)N(C)C)cc1NC(=S)N1CCCCC1CO (stereo unspecified) was read as Mcl1-Noxa inh -0.1, ABCG2 inh -0.5, Rab2A wt mod inconclusive, Cdc42 wt GTP inconclusive, Rab7 wt GTP bind inconclusive, Pf gamet viab -3.2, ABCB1 inh -0.4, HRas wt GTP bind inconclusive, Rac1 act GTP bind inconclusive, Avidin fluor 8 and Rac1 wt modul inconclusive.
Screening COc1ccc(CCNC(=S)NC2CCN(Cc3ccccc3)CC2)cc1 returned Mcl1-Noxa inh 3.9, ABCG2 inh -0.2, Rab2A wt mod 103.0, Cdc42 wt GTP 98.0, Rab7 wt GTP bind 107.0, Pf gamet viab -4.6, ABCB1 inh -0.6, HRas wt GTP bind 99.0, Rac1 act GTP bind 96.0, Avidin fluor 6 and Rac1 wt modul 102.0.
`Cc1ccc(NC(=O)CC(=O)NCCN2CCOCC2)cc1` gave Mcl1-Noxa inh 11.8, ABCG2 inh 3.5, Rab2A wt mod 99.0, Cdc42 wt GTP 103.0, Rab7 wt GTP bind 98.0, ABCB1 inh 0.2, HRas wt GTP bind 100.0, Rac1 act GTP bind 98.0, Avidin fluor 22 and Rac1 wt modul 98.0.
Screening O=S(=O)(c1cccc(C(F)(F)F)c1)N1CCN(C(=S)NC2CC2)CC1 returned Mcl1-Noxa inh 20.5, ABCG2 inh 2.9, Rab2A wt mod 96.0, Cdc42 wt GTP 99.0, Rab7 wt GTP bind 103.0, Pf gamet viab -3.1, ABCB1 inh 0.8, HRas wt GTP bind 99.0, Rac1 act GTP bind 98.0, Avidin fluor 11 and Rac1 wt modul 101.0.
`CCCOc1ccc(C2C(C(=O)c3ccc(C)o3)=C(O)C(=O)N2CCN2CCOCC2)cc1OC` (stereo unspecified) gave Mcl1-Noxa inh 11.3, ABCG2 inh 1.9, Rab2A wt mod 98.0, Cdc42 wt GTP 97.0, Rab7 wt GTP bind 97.0, Pf gamet viab 5.2, ABCB1 inh 0.1, HRas wt GTP bind 101.0, Rac1 act GTP bind 98.0, Avidin fluor 13 and Rac1 wt modul 100.0.
COc1ccc(C/C(N)=N/OC(=O)c2ccc(Cl)cc2)cc1 was read as Mcl1-Noxa inh 14.0, ABCG2 inh 5.5, Rab2A wt mod 103.0, Cdc42 wt GTP 97.0, Rab7 wt GTP bind 106.0, Pf gamet viab 10.2, ABCB1 inh 0.0, HRas wt GTP bind 103.0, Rac1 act GTP bind 96.0, Avidin fluor 7 and Rac1 wt modul 101.0.
`O=[N+]([O-])c1ccc(Oc2ccc(/C=N/O)cc2)nc1` gave Mcl1-Noxa inh 4.7, ABCG2 inh 1.5, Rab2A wt mod 98.0, Cdc42 wt GTP 97.0, Rab7 wt GTP bind 104.0, ABCB1 inh 0.6, HRas wt GTP bind 99.0, Rac1 act GTP bind 96.0, Avidin fluor 10 and Rac1 wt modul 101.0.
CCOC(=O)C1(Cc2ccccc2)CCN(Cc2cn(CC(=O)OC)c3ccccc23)CC1 was read as Mcl1-Noxa inh -3.0, ABCG2 inh 7.1, Rab2A wt mod 96.0, Cdc42 wt GTP 92.0, Rab7 wt GTP bind 93.0, Pf gamet viab 13.8, ABCB1 inh 8.2, HRas wt GTP bind 94.0, Rac1 act GTP bind 92.0, Avidin fluor 3 and Rac1 wt modul 93.0.
For CC1CC(C)CN(c2cc3c(cc2[N+](=O)[O-])C(=O)N(c2ccccc2)C3=O)C1 (stereo unspecified) the results were Mcl1-Noxa inh -0.3, ABCG2 inh 5.9, Rab2A wt mod 100.0, Cdc42 wt GTP 97.0, Rab7 wt GTP bind 97.0, ABCB1 inh -0.2, HRas wt GTP bind 97.0, Rac1 act GTP bind 99.0, Avidin fluor 14 and Rac1 wt modul 101.0.
Cc1ccc2nc3cc([N+](=O)[O-])cc([N+](=O)[O-])c3cc2c1 was read as Mcl1-Noxa inh 32.5, ABCG2 inh -1.0, Rab2A wt mod 83.0, Cdc42 wt GTP 86.0, Rab7 wt GTP bind 88.0, Pf gamet viab -4.7, ABCB1 inh -0.7, HRas wt GTP bind 86.0, Rac1 act GTP bind 85.0, Avidin fluor 8 and Rac1 wt modul 89.0.
Screening CCOc1ccc(NC(=O)c2nsc(Cl)c2Cl)cc1 returned Mcl1-Noxa inh 4.7, ABCG2 inh 0.6, Rab2A wt mod 96.0, Cdc42 wt GTP 93.0, Rab7 wt GTP bind 98.0, Pf gamet viab -10.8, ABCB1 inh -0.1, HRas wt GTP bind 96.0, Rac1 act GTP bind 95.0, Avidin fluor 11 and Rac1 wt modul 101.0.
Screening CCCCn1c2c(c(=O)n(C)c1=O)C(c1ccc(OC)cc1)N1CCCCCC1=N2 (stereo unspecified) returned Mcl1-Noxa inh 9.7, ABCG2 inh 7.4, Rab2A wt mod 95.0, Cdc42 wt GTP 99.0, Rab7 wt GTP bind 91.0, Pf gamet viab 16.8, ABCB1 inh 2.8, HRas wt GTP bind 97.0, Rac1 act GTP bind 99.0, Avidin fluor 36 and Rac1 wt modul 99.0.
Screening CSC1=NC(=O)/C(=C\c2cccc3ccccc23)S1 returned Mcl1-Noxa inh 17.9, ABCG2 inh -0.1, Rab2A wt mod inconclusive, Cdc42 wt GTP inconclusive, Rab7 wt GTP bind inconclusive, Pf gamet viab -3.5, ABCB1 inh -0.3, HRas wt GTP bind inconclusive, Rac1 act GTP bind inconclusive, Avidin fluor 200* and Rac1 wt modul inconclusive.
`N/C(=N\OC(=O)Cc1ccccc1[N+](=O)[O-])c1cccc(Br)c1` gave Mcl1-Noxa inh 25.0, ABCG2 inh 8.2, Rab2A wt mod 94.0, Cdc42 wt GTP 96.0, Rab7 wt GTP bind 93.0, Pf gamet viab -2.9, ABCB1 inh 1.1, HRas wt GTP bind 95.0, Rac1 act GTP bind 94.0, Avidin fluor 2 and Rac1 wt modul 96.0.
CCN(CCCNC(=O)c1ccc(N2CCCC2=O)cc1)c1cccc(C)c1 was read as Mcl1-Noxa inh 1.7, ABCG2 inh 20.5, Rab2A wt mod 99.0, Cdc42 wt GTP 99.0, Rab7 wt GTP bind 103.0, ABCB1 inh 1.6, HRas wt GTP bind 100.0, Rac1 act GTP bind 99.0, Avidin fluor 15 and Rac1 wt modul 103.0.
